Screens (PubChem BioAssay)
APJ agonist – activates the human apelin receptor APJ. activation, % at 20 µM. AID 2520. CHO-K1 APJ PathHunter beta-arrestin, luminescence; 0% DMSO wells, 100% apelin. 330,000 tested, 0.11% active;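 active = activation more than six SD over the plate average, tested at 20 µM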;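 also: 0% = DMSO alone and 100% = apelin-13 at 10 nM; some results filed as inactive read as strong as hits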
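Test system: CHO-K1 APJ beta-arrestin complementation cell line. Amount: cell density 1000 per well. Controls: DMSO negative, 10 nM Apelin-13 positive. Signal: luminescent beta-gal fragment complementation, chemiluminescent substrate. Read-out basis: agonist-driven arrestin binding to APJ. Timing: compound stimulation 90 min at 25 °C, detection 60 min.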
UPR XBP1 act – adaptive UPR (XBP1) activation. AID 463104. CHO-XBP1 luciferase reporter, IRE1-XBP1 UPR activation, luminescence; percent of tunicamycin response, DMSO as zero. activation, % at 20 µM. 330,000 tested, 0.33% active;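 active = versus positive control, 20 µM dose yields 30% or more activation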;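 also: 100% = tunicamycin at 10 µg/mL and 0% = DMSO only wells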
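Material: CHO-XBP1 cells stably carrying IRE1-XBP1-driven luciferase reporter | Medium: F12 with 10% serum | Compound dosing: 20 µM single concentration, DMSO 1% | Incubation: Overnight seeding at 37 °C, 6 h compound treatment at 37 °C | Detection: Steady-Glo luminescence read | Read-out basis: % activation of reporter signal versus tunicamycin and DMSO controls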
Mdm2 MdmX PPI – inhibitors of human Mdm2/MdmX interaction; inhibition, % at 8 µM; 330,000 tested, 3% active; O15151+Q00987; SaOS-2 split-luciferase Mdm2/MdmX complementation, luminescence;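 active = inhibition of at least 50% at 8 µM in the primary screen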
CCR6 antag – antagonists of human CCR6 receptor | P51684 | CHO-K1 CCR6 PathHunter beta-arrestin, luminescence, CCL20-stimulated | inhibition, % at 20 µM | 340,000 tested, 0.49% active | AID 493098;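 active = compounds whose inhibition of the agonist-driven luminescence signal at 20 µM reaches about 50%, limit read from the data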;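 also: cells stimulated with CCL20 at 14 nM final; plate controls were DMSO with CCL20 for no effect and DMSO without agonist for full effect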
Target sequence (P51684 whole entry, looked up): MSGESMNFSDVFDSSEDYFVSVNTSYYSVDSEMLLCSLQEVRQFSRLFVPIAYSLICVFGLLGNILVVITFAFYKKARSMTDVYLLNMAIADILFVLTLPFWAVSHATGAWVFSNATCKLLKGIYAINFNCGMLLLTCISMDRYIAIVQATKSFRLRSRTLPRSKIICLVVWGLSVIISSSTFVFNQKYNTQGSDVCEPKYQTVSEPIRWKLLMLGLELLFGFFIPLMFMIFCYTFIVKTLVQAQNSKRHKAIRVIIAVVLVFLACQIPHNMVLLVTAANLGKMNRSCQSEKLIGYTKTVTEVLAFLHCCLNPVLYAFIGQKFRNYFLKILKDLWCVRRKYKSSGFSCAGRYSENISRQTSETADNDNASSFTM
CXCR6 inh – CXCR6 (human) receptor inhibition; CHO-K1 PathHunter CXCR6 beta-arrestin, luminescence; AID 602244; O00574; 360,000 tested, 0.36% active; inhibition, % at 20 µM; in the data active = inhibition above about 34%, passing the limit was not always enough;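 also: antagonist mode with CXCL16 agonist at 10 nM final; 0% = 10 nM CXCL16 with DMSO and 100% = unstimulated wells without agonist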
Target sequence (O00574 whole entry, looked up): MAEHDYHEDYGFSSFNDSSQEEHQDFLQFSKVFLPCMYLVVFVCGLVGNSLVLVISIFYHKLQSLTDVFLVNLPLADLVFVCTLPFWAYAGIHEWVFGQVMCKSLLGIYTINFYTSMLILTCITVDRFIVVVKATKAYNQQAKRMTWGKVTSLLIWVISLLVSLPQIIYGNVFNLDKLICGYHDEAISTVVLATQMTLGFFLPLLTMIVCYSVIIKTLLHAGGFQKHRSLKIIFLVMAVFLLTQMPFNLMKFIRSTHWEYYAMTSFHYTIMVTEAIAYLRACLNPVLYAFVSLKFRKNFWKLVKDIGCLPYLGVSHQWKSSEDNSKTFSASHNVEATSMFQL
EBI2 antag – blocks human EBI2 receptor beta-arrestin signaling; inhibition, % at 5 µM; 360,000 tested, 0.81% active; EBI2 beta-arrestin recruitment, luminescence, 7a,25-OHC stimulated; AID 651636; in the data active = inhibition above about 38%;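 also: enzyme fragment complementation signal reports receptor beta-arrestin coupling in cells; 0% = agonist plus DMSO wells and 100% = wells without agonist; some results beyond the cut were filed as inactive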
Target sequence (P32249 whole entry, looked up, the tested form may be a part): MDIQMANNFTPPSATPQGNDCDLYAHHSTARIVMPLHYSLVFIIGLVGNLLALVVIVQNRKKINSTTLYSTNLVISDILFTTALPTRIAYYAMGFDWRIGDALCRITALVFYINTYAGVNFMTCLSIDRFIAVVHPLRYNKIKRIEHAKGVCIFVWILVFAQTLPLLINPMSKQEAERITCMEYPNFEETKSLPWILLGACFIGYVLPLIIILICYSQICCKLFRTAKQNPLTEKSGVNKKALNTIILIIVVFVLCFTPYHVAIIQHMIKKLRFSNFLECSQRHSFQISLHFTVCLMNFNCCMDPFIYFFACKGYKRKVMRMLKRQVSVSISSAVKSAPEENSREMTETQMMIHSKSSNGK
UPR CHOP act – apoptotic UPR (CHOP) activation; CHO-CHOP luciferase reporter, luminescence; percent of tunicamycin response over DMSO baseline; activation, % at 10 µM; 330,000 tested, 0.34% active; AID 449763;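 active = at 10 µM dose, activation of 40% or more, normalized to positive control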;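 also: 100% = tunicamycin at 10 µg/mL and 0% = DMSO alone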
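Assay system: CHO cells with stable CHOP pathway luciferase reporter; Buffer or medium: F12 plus 10% serum; Times: 16-18 h cell attachment, then 6 h compound exposure, 37 °C; Signal: luciferase luminescence; Read-out basis: percent activation relative to tunicamycin control; Control set: tunicamycin high control, DMSO low control.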
tim23-1 inh – inhibits growth of tim23-1 mutant yeast; 330,000 tested, 1.3% active; AID 463212; inhibition, % at 20 µM; S. cerevisiae tim23-1 growth, BacTiter-Glo luminescence, 24 h;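 active = growth inhibition of the mutant yeast at or above 50%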;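 also: temperature-sensitive mutant grown at 25 °C; plate controls were DMSO-treated mutant yeast for no effect and medium wells lacking yeast for full effect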
APJ antag – APJ receptor antagonism; inhibition, % at 20 µM; CHO-K1 APJ beta-arrestin complementation, luminescence; 330,000 tested, 0.32% active;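 active = inhibition above about 40% at 20 µM, limit read from the data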;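 also: cells challenged with 10 nM apelin-13 agonist together with compound; plate controls were apelin-13 plus DMSO wells for no effect and DMSO wells lacking apelin-13 for full effect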
Numbers without * were called inactive; . = no result given.

SMILES	APJ agonist	UPR XBP1 act	Mdm2 MdmX PPI	CCR6 antag	CXCR6 inh	EBI2 antag	UPR CHOP act	tim23-1 inh	APJ antag
CC1CCCN(C(=O)c2nn(C)c3c2CS(=O)(=O)c2ccccc2-3)C1 (stereo unspecified)	-1	-1	-9	9	-1	0	1.1	7	11
COc1cc(C(=O)NCC(=O)N2CCN(S(=O)(=O)c3cc(C)ccc3C)CC2)cc(OC)c1OC	-4	1	53*	7	-12	-6	0.0	25	-6
COc1cc(OC)c(C(=O)Nc2ccncc2)cc1OC	-3	1	26	-2	0	9	3.2	5	-24
CC(C)C1S/C(=N/N=C/c2cccs2)NC1=O (stereo unspecified)	-5	2	15	-14	2	-11	-3.4	11	-1
O=C(CCN1C(=O)c2ccccc2S1(=O)=O)Nc1cccc2ccccc12	0	-2	0	-1	-6	2	-2.0	-1	0
Cc1ccc(C2CC(=O)Oc3cc(C)cc(C)c32)cc1 (stereo unspecified)	.	1	32	16	3	2	1.1	36	.
CC(C)[C@H]1C(=O)Nc2ccccc2N1C(=O)N[C@@H](Cc1ccccc1)C(=O)N[C@H](C(=O)O)c1ccccc1	-2	0	4	-2	2	1	1.8	-10	-7
CCOC(=O)NC(C(Cl)(Cl)Cl)S(=O)(=O)c1ccccc1 (stereo unspecified)	2	-1	4	-1	-2	-10	0.4	-1	-11
COc1cc2[nH]c(=S)n(CCN3CCCCC3C)c(=O)c2cc1OC (stereo unspecified)	-3	3	40	0	6	-6	-3.6	11	4
c1ccc(-n2c(-c3ccncc3)nnc2N2CCOCC2)cc1	0	-2	6	1	5	4	-1.1	3	11

Quoted at random: two compounds from above, in no set order.
SMILES	APJ agonist	UPR XBP1 act	Mdm2 MdmX PPI	CCR6 antag	CXCR6 inh	EBI2 antag	UPR CHOP act	tim23-1 inh	APJ antag
O=C(CCN1C(=O)c2ccccc2S1(=O)=O)Nc1cccc2ccccc12	0	-2	0	-1	-6	2	-2.0	-1	0
CCOC(=O)NC(C(Cl)(Cl)Cl)S(=O)(=O)c1ccccc1 (stereo unspecified)	2	-1	4	-1	-2	-10	0.4	-1	-11

(continued)
SMILES	APJ agonist	UPR XBP1 act	Mdm2 MdmX PPI	CCR6 antag	CXCR6 inh	EBI2 antag	UPR CHOP act	tim23-1 inh	APJ antag
CC(C)n1c(-c2cccs2)nc2ccccc21	-2	-3	-8	-3	-3	-3	0.0	-15	10
Cc1nc2ccccc2nc1OCc1ccccc1	-4	2	12	27	7	-7	3.8	12	1
CC(C)CSC1=NSC2=NC(=O)/C(=C\c3ccccc3)C(=N)N12	-2	3	-42	2	-1	-6	3.3	31	4
CCCS(=O)(=O)N1CCC(C(=O)NC2CCCC(C)C2C)CC1 (stereo unspecified)	0	0	8	2	2	-1	1.5	13	12
O=C(OCC(=O)c1ccc(Cl)cc1Cl)c1ccc2c(c1)C(=O)N(c1cccc3ncccc13)C2=O	-9	-5	-24	44	8	36	-2.9	15	56*
N#Cc1ccc(OCC(=O)N(C2CCCCC2)C2CCS(=O)(=O)C2)cc1 (stereo unspecified)	4	-3	25	-12	-1	-3	-0.5	-4	-5
CCNC(=O)C1CCCc2c1[nH]c1ccc(Cl)cc21 (stereo unspecified)	-2	-2	-16	2	-1	3	0.5	-13	-3
COc1ccc(OC)c(NS(=O)(=O)c2cc3c4c(c2)CCN4C(=O)CC3)c1	-7	0	17	-3	-8	-3	0.1	-5	-51
O=S(=O)(c1ccc(Br)cc1)c1nc(-c2ccco2)oc1NCCCn1ccnc1	-4	-1	-1	20	0	3	-1.1	-23	9
Oc1cc(OCc2ccccc2)ccc1-c1[nH]ncc1-c1ccccc1	-3	-2	15	-2	-2	17	-0.3	30	-12
C=CCNC(=S)NS(=O)(=O)c1cccs1	-4	-3	21	-2	10	-1	-3.3	-3	13
COc1ccc(NC(=O)C2CCCN(S(=O)(=O)c3ccc4c(c3)CCCN4C(C)=O)C2)cc1 (stereo unspecified)	2	-4	29	6	1	-10	-0.9	-5	23
Cc1cc(NC(=O)CCC(=O)N(CC(=O)NCC2CCCO2)c2ccc(C(C)C)cc2)no1 (stereo unspecified)	5	3	-14	-1	0	5	-0.8	9	-8
Cc1c(O)ccc2c(O)c(NC(=O)c3ccc4c(c3)CCC(C)(C)O4)c(=O)oc12	-4	-1	26	4	-10	-1	2.7	13	-15
O=C(O)CCNC1CCCCC1	-1	0	-24	-10	-4	-19	1.7	-3	-34
CC(NC(=O)Cn1nc(C(=O)O)c2ccccc2c1=O)C12CC3CC(CC(C3)C1)C2 (stereo unspecified)	-1	-1	19	10	-2	5	11	21	-18
Cc1cc(C)nc(N(C#N)Cc2ccccc2)n1	1	0	-1	11	2	-9	-0.7	-7	-4
Cc1[nH][nH]c(=O)c1C(c1ccc(N(C)C)c(Br)c1)c1c(C)[nH][nH]c1=O	1	-1	-26	8	-5	-14	-0.3	32	4
O=C(Nc1cccc(C(=O)N2CCOCC2)c1)c1ccccc1Br	-1	-4	11	-7	2	-5	0.8	9	11
Cc1ccccc1Nc1nnc(SCC(=O)c2c(N)n(C)c(=O)n(C)c2=O)s1	1	-2	20	6	-5	2	0.3	-19	-12
COc1cc(C2=NOC(C(=O)Nc3c(C)n(C)n(-c4ccccc4)c3=O)C2)cc(OC)c1OC (stereo unspecified)	-3	-3	-26	18	0	-3	0.9	2	-8
CCc1ccc(OCC(=O)N(CC)CC)cc1	-1	-2	9	-6	3	-10	4.5	1	9
COc1cc2nc(SCc3ccc(C(F)(F)F)cc3)n(Cc3cccs3)c(=N)c2cc1OC	-2	-2	21	0	-2	24	-0.8	-13	-2
COCCn1c(Cc2ccccc2)nnc1SC(C)C(=O)NC1CC1 (stereo unspecified)	-3	-2	-1	9	-1	-2	0.6	8	9
COc1ccc(OC)c2[nH]c(=O)c(CCNC(=O)Cc3cccs3)cc12	1	2	-47	1	0	-4	-1.2	10	7
CC(=O)c1sc(NC(=O)C(C)C)nc1C	3	-3	6	10	1	0	-0.3	31	12
Cc1c(Cl)c([N+](=O)[O-])nn1CC(=O)NCC1CCCO1 (stereo unspecified)	-4	-2	2	4	3	-4	1.7	-8	-14
CC(C(=O)NC1=NCCS1)N1C(=O)c2ccccc2C1=O (stereo unspecified)	-4	-4	3	10	2	2	-0.1	-5	-7
COc1ccc(OC)c(C2=NOC(C(=O)Nc3ccccc3SC)C2)c1 (stereo unspecified)	5	-1	-10	1	-6	-7	-0.6	16	10
COc1ccc(C(=O)CSc2nncn2C)cc1	-1	-1	11	18	0	-3	2.5	9	-23
CCOc1ccc(CCNC(=O)C2CC(=O)N(Cc3ccc(C)cc3)C2)cc1OCC (stereo unspecified)	-5	-1	16	10	-1	-1	-1.6	-10	7
CC(C)N(C(=S)NC1CCCCC1)c1ccccc1	-4	-5	14	.	.	.	-2.2	36	13
CCN1CCN(c2ccc(S(=O)(=O)N3CCOCC3)cc2NC(=O)c2cc(Cl)nc3ccccc23)CC1	-4	-2	-7	2	-4	-12	-0.8	5	24
Cc1nn(CCC#N)c2[nH]c(=O)cc(C(F)(F)F)c12	1	-2	14	-2	-5	4	-0.1	4	-4
CCCCN(C(=O)c1cccc(-n2cccc2)c1)c1c(N)n(CCC)c(=O)[nH]c1=O	10	-3	-4	11	1	-2	-0.6	6	7
O=C(Nc1nccs1)c1ccc(F)c(S(=O)(=O)N2CCOCC2)c1	-3	-5	-15	-1	-9	-2	-0.7	2	11
CCCn1c(N2CCN(Cc3cccc(C)c3)CC2)nc2c1c(=O)[nH]c(=O)n2C	-3	3	32	9	-7	1	0.1	12	11
O=C(Oc1ccc(N(Cc2cccs2)C2=NS(=O)(=O)c3ccccc32)cc1)c1ccco1	-3	-1	27	24	9	-17	2.2	4	-1
O=C1c2ccccc2C(=O)C1c1ccc2ccccc2n1	-4	-4	35	20	-6	-7	-7.8	26	12
CCOc1ccccc1N(CC(=O)O)S(=O)(=O)c1ccccc1	2	-2	-29	-15	5	6	0.6	16	17
Cc1cc(=O)n2nc(N3CCCC(C(=O)NCc4ccccc4)C3)sc2n1 (stereo unspecified)	0	0	-31	13	-6	-9	-0.3	4	-1
Cc1ccccc1OCC(=O)Nc1cccc2nsnc12	-4	0	17	5	-3	8	2.9	-12	11
O=C1CC(N2CCC(c3nc4ccccc4o3)CC2)C(=O)N1c1cc(Cl)cc(Cl)c1 (stereo unspecified)	-4	1	18	11	-11	-2	-1.5	33	-6
CC(C)n1c(SCc2cc(=O)[nH]c3ccccc23)nc2c1c(=O)n(C)c(=O)n2C	-3	4	29	-4	2	-13	-1.3	17	-3
Cc1ccc(CNC(=O)NCc2ccccc2)cc1	-1	-2	17	1	-4	-2	-0.8	15	-4
Cc1ccc(C)c(NS(=O)(=O)c2cc(C(=O)NCc3ccccn3)ccc2Cl)c1	-3	-2	-3	-3	5	1	-0.1	11	23
Cc1cc(NC(=O)c2ccc(S(=O)(=O)N3CCOCC3)cc2)no1	4	-3	2	2	5	-11	0.0	-13	7
O=C(Nc1ccc(-c2nc3ccccc3[nH]2)cc1)C1CCCO1 (stereo unspecified)	2	-7	-87	2	-5	-2	-3.9	53*	-31
CC(=O)Nc1cc(N2C(=O)CCC2=O)ccc1Cl	-11	0	3	8	2	-14	1.3	-7	-4
COc1ccc(NC(=O)N(C)C[C@H]2Oc3ccc(NC(=O)NC4CCCCC4)cc3C(=O)N([C@H](C)CO)C[C@@H]2C)cc1	-3	2	10	2	-2	-8	-0.6	-5	1

Further compounds:
SMILES	APJ agonist	UPR XBP1 act	Mdm2 MdmX PPI	CCR6 antag	CXCR6 inh	EBI2 antag	UPR CHOP act	tim23-1 inh	APJ antag
O=S(=O)(NCCn1ccc2ccccc21)c1ccccc1	3	-2	-11	-5	4	7	1.2	13	7
O=S(=O)(Cc1ccc(Cl)cc1)NCc1cccnc1	2	-1	-1	6	8	12	-0.4	6	-8
Cc1ccc(C)c(NC(=O)c2nc(Cl)ccc2Cl)c1	-3	4	-25	10	-3	-2	3.7	18	-3
O=C(NN1CCCCC1)c1cccc2ccccc12	-5	0	3	8	2	-3	0.1	0	26
CCN(CC)C(=O)n1cnc(-c2ccccc2)c1-c1ccccc1	-3	-3	-7	1	-5	-3	0.8	20	-4
Cc1c(C)n(CCCN(C)C)c2ncnc(NCc3ccccc3)c12	-4	-3	5	11	3	-3	0.5	12	9
COc1cccc(NC(=O)CSc2ccc3nnc(-c4ccncc4)n3n2)c1	-1	-6	6	2	-6	1	-0.2	0	-9
N#Cc1ccc(C(=O)NC(=S)N2CCOCC2)cc1	-3	-1	29	0	3	-2	-1.0	2	-5
NC(=O)CCC(C(=O)O)N1C(=O)c2ccc(O)cc2C1=O (stereo unspecified)	-1	-1	10	0	-3	3	2.7	13	1
COc1ccccc1CC(=O)Nc1ccc(C(=O)N2CCCCC2)cc1	8	-4	-28	-16	-3	2	1.6	8	-13

A portion of the library, so the mix of outcomes need not match the whole.
